Pf growth 96h: P. falciparum growth inhibition at 96 hours | P. falciparum luciferase reporter growth, 96 h | Potency, µM (series often up to 28.7 µM), for inactives: top-dose activity change, negative = inhibition, usual class: inhibitors | actives 6.9% (n = 320,000) | AID 504834; also: potency is read from the fitted curve at half-maximal effect; % is scaled to controls: 0 for no effect and ±100 for the full control effect
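P. falciparum expressing integrated firefly luciferase, in erythrocytes at 2% hematocrit, 0.05% parasitemia, incubated with compounds 96 h at 37 C, 5% CO2. Growth inhibition read as loss of luminescence; two-generation exposure targets delayed-death apicoplast inhibitors.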
Giardia FBPA inh: Giardia lamblia aldolase inhibition | A8B2U2 | purified Giardia FBPA | Potency, µM (doses to about 59.6 µM), without a hit: at the highest dose activity, negative = inhibition, hits mostly inhibitors | actives 0.71% (n = 290,000) | AID 2451; also: potency is read from the fitted curve at half-maximal effect; % is scaled to controls: 0 for no effect and ±100 for the full control effect; nearly all actives have a fitted effect of over 55% in size
Target sequence (A8B2U2 whole entry, looked up): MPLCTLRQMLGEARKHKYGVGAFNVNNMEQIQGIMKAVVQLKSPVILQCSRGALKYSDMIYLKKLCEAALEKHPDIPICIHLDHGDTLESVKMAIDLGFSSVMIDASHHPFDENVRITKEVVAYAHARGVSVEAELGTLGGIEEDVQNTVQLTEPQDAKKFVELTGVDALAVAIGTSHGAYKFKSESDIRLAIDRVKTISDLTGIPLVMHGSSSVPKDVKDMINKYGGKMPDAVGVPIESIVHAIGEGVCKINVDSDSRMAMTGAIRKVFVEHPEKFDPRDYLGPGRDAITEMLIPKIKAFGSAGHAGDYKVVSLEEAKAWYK
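40 nM FBPA preincubated 10 min at RT with compound (up to 57.5 uM final), then substrate plus GAPDH/TPI/NAD/arsenate coupling and diaphorase/resazurin added. Fluorescence read after 20 min at RT, 525/598 nm.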
HCV inh: HCV inhibition. actives 3.4% (n = 340,000). AID 651820. Potency, µM (highest dose often 41.8 µM), for the others: at the top dose activity change, negative = inhibition, usual class: inhibitors. Huh7.5.1 HCVcc-Cre infection, luciferase reporter, 44 h; also: potency is read from the fitted curve at half-maximal effect; % is scaled to controls: 0 for no effect and ±100 for the full control effect
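Compounds are dispensed onto cells plated 4 h earlier at 1,000 per well, with HCVcc-Cre virus (about 0.5 moi) added next. Following 44 h of culture, luminescent signal is measured for 15 sec after 15 min with substrate at room temperature.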
Pf growth 48h: inhibits P. falciparum growth in the first generation, 48 h; actives 5.9% (n = 310,000); Potency, µM (top dose mostly 28.7 µM), without a hit: top-dose activity change, negative = inhibition, most hits filed as inhibitors; P. falciparum luciferase growth in erythrocytes, 48 h; also: potency is read from the fitted curve at half-maximal effect; % is scaled to controls: 0 for no effect and ±100 for the full control effect
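Read-out is firefly luciferase luminescence from an integrated reporter in P. falciparum, so falling signal marks reduced parasite growth. Infected erythrocytes were at 2% hematocrit and 0.1% parasitemia (final) in Albumax-supplemented RPMI 1640.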
CHX counter: affects cycloheximide protein synthesis inhibition readout, counter-screen; cell reporter, cycloheximide protein synthesis inhibition counterscreen; max response, %; actives 12% (n = 300,000); AID 2314; in the data active = max response mostly above about 13%, no sharp cut-off; inactive = mostly below about 14%; also: read at 38.3 µM for the half of the compounds with a filed dose; 0% is about no effect
Shiga inhibitor: inhibitors of Shiga toxin in Vero cells; actives 9.2% (n = 290,000); inhibition, % at 38.7 µM; Vero cells, Shiga toxin protein synthesis inhibition reporter; in the data active = inhibition mostly above about 28%, no sharp cut-off; inactive = mostly below about 43%; also: 0% is about no effect
* = called active by the depositor; ? = inconclusive; · = not tested or not shown; & = joins results of further samples; [ ] = dose if it differs, or a comment. Unless noted, calls follow the shape of the dose curve; as a rule, active = well fitted curve in the direction sought with a large enough effect; inconclusive = small, poorly fitted or top-dose-only effect, or another doubt; inactive = no such curve, though single readings can be large; an effect the other way counts as inactive or inconclusive.

SMILES	Pf growth 96h	Giardia FBPA inh	HCV inh	Pf growth 48h	CHX counter	Shiga inhibitor
COc1cc2c(cc1OC)C(C)N(C(=O)C1=NN(c3cccc(C)c3)C(=O)CC1)CC2 (configuration not stated)	?	10%	-17%	?	-3	-9
O=C(Nc1cccc(Oc2c(F)c(F)c(F)c(F)c2F)c1)N1C[C@@H]2C[C@@H](C1)c1cccc(=O)n1C2	0%	-2%&-1%	4%	?	-3&23	-12&18
CC(C)(C)C(=O)c1cnc(Nc2ccccc2Cl)s1	157%[activator]	-8%	-27%	77%[activator]	59*	67*
Cc1cc(NC2CCCCC2)n2c(n1)nc1ccccc12	-19%	4%	11%	-19%	1	18
COc1ccsc1C(=O)N1CCN(Cc2ccc3c(c2)OCO3)CC1	-35%	2%	19%	·	-5	5
Cc1c(C)c2ccc(OCC(=O)N3CCC(C(=O)O)CC3)cc2oc1=O	-30%	-3%	13%	17%	1	-10
Cc1ccc2[nH]c3c(N4CCN(Cc5ccccc5)CC4)ncnc3c2c1	·	-1%	?	1.7µM*	9	20
COc1ccc(CNC(=O)COC(=O)c2c(-c3c(F)cccc3Cl)noc2C)cc1OC	?	10%	-26%	?	-7	-6
CCOC(=O)c1c(-c2ccc(C)o2)csc1NC(=S)NC(=O)N(C)C	?	?	-5%	?	1	-13
CC(=O)Nc1ccc(NC(=O)C(C)Sc2nnc(C3CC3)n2-c2ccccc2)cc1 (configuration not stated)	?	·	6%	?	·	·
CCCCN(Cc1ccccc1)c1ncnc2nc[nH]c12	76%[activator]	4%	-15%	18%	36*	31*
CCOc1ccc(N(CC(=O)Nc2nccs2)S(=O)(=O)c2c(C)[nH]c(=O)[nH]c2=O)cc1	?	5%	15%	4%	3	4
CCCN(Cc1cc2cccc(C)c2[nH]c1=O)S(C)(=O)=O	8%	1%	-8%	·	-7	21
COc1ccc(-c2nnc(-c3cccs3)o2)cc1OC	34%[activator]	-2%	-29%	113%[activator]	51*	92*
CCOC(=O)/C=c1\s/c(=C\c2ccccc2OC)c(=O)n1CC(=O)N1CCOCC1	?	-5%	?	?	-6	-7
O=C(Nc1cccnc1)c1ccc(NS(=O)(=O)c2cc([N+](=O)[O-])ccc2Cl)cc1	1%	-12%	7%	1%	-2	-3
CCOc1ccccc1C1C(C(=O)OC)=CN(C)C=C1C(=O)OC	53%[activator]	10%	20%	?	-2	7
O=C(NCc1ccccn1)C(F)(F)C(F)(F)C(=O)NCc1ccccn1	81%[activator]	1%	-2%	3%	-4	-7
COc1ccc(C(C(=O)NC2CCCCC2)N(C(=O)c2ccco2)c2ccccc2C(C)=O)cc1 (configuration not stated)	?	·	1%	?	-5	-4
O=S(=O)(c1ccc(SCc2ccccc2)nc1)N1CCCCC1	3%	·	1%	-17%	·	·
COc1ccc(Cl)cc1NC(=O)Nc1ccc(C(=O)N2CCCC2)cc1	56%[activator]	·	?	0%	17*	55*
CCc1c(C)[nH]c2c1C(=O)[C@H](CN1CCOCC1)CC2	-4%[12.8 µM]	-11%[21.7 µM]	·	-8%[12.8 µM]	·	·
CC(C)Sc1nc2c([nH]c3ccccc32)c(=O)n1C	57%[activator]	10%	-17%	14%	-3	-13
C/C=C/c1ccc(OCC(=O)Nc2cc(C(F)(F)F)ccc2N2CCOCC2)c(OC)c1	?	·	?	?	1	-2
O=C(C1COc2ccccc2O1)N1CCN(c2ccccc2Cl)CC1 (configuration not stated)	?	1%	-2%	-18%	-4	-5

Rewritten comma-delimited: part of the list above
compound,Pf growth 96h,Giardia FBPA inh,HCV inh,Pf growth 48h,CHX counter,Shiga inhibitor
COc1ccc(CNC(=O)COC(=O)c2c(-c3c(F)cccc3Cl)noc2C)cc1OC,?,10%,-26%,?,-7,-6
CCOC(=O)c1c(-c2ccc(C)o2)csc1NC(=S)NC(=O)N(C)C,?,?,-5%,?,1,-13

New compounds follow.
SMILES	Pf growth 96h	Giardia FBPA inh	HCV inh	Pf growth 48h	CHX counter	Shiga inhibitor
O=C(NP(=O)(N1CCCC1)N1CCCC1)C1=C(N2CCOCC2)/C(=C/c2cccc([N+](=O)[O-])c2)CC1	-4%	-2%	3%	-4%	7	24
C=CCN(Cc1ccc(OC)c(OC)c1)C(=O)c1cc2cc(F)ccc2[nH]1	?	5%	?	?	-1	36
C/C(CC(=O)Nc1ccc(C)c(Cl)c1)=N\NC(=O)c1cccc(O)c1	?	-1%	9%	3%	57*	56*
O=C(O)c1cc(-c2ccc(/C=C3\NC(=O)N(c4ccc(Cl)cc4)C3=O)o2)ccc1Cl	-19%	-10%	5%	0%	-1	-17
CN(Cc1cn[nH]c1-c1ccc(-c2ccccc2)cc1)CC1CCOCC1	-22%	9%	-26%	2%	17*	38
COc1ccccc1N1CCN(C2CCCN(Cc3ccccc3OCCO)C2)CC1 (configuration not stated)	1.7µM*	-1%	2%	?	0	-14
COc1ccc(Nc2ncnc3sc(-c4ccccc4)cc23)c(OC)c1	0%	3%	?	-11%	8	5
Cc1ccc(SC(C)C(=O)N2CCCC2)cc1 (configuration not stated)	·	-1%	4%	?	-5	15
Cc1nnc(SCC(=O)Nc2sc3c(c2C(=O)c2ccccc2)CCCC3)s1	-3%	-10%	?	2%	-1	-17
Cc1cc(NC(=O)c2cccc(C)c2[N+](=O)[O-])no1	8%	4%	-1%	12%	-1	·
Cc1cccc(C)c1OCC(=O)N/N=C/c1ccc2c(c1)OCO2	361%[activator]	1%	-23%	20%	-3	-3
CN(Cc1c(F)cccc1Cl)C(=O)CNC(=O)c1cccs1	?	·	9%	57%[activator]	39*	94*
COc1ccc2c(c1)c(CC(=O)O)c(C)n2C(=O)c1ccc(Cl)cc1	-23%	?	?	-18%	-1	-5
Cn1c(SCC(=O)N2CCCC2)nnc1-c1ccc2c(c1)OCO2	-17%	6%	-3%	7%	19*	39
CN1CCN(C(=S)Nc2cccc(S(=O)(=O)N(C)C)c2)CC1	?	-3%	-7%	-7%	6	-8
CCOC(=O)Cn1cc(C#N)c2cccc(CC)c21	0.74µM*	-4%	-19%	?	-4	-8
CC[C@H](C)NC(=O)CCCCCn1c(=S)[nH]c2c([nH]c3ccc(OC)cc32)c1=O	18%	5%	21%	2%	-1	-1
Fc1ccccc1-n1c(-c2ccc3ccccc3n2)n[nH]c1=S	3%	-23%	2%	21%	15	19
O=C(Nc1nnc(S(=O)(=O)N2CCCCCC2)s1)c1ccccc1Cl	-9%	-13%	6%	?	-2	-2
Cc1ccccc1-n1c(SCC(=O)NCC2CCCO2)nc2c([nH]c3ccccc32)c1=O (configuration not stated)	-22%	·	-13%	?	1	-21
O=C1c2ccccc2C(=O)C12OC2c1cccc2ccccc12 (configuration not stated)	50%[activator]	?	10%	19%	0	14
CC(CCO)Nc1nc2c(c(=O)n(C)c(=O)n2C)n1Cc1cccc(Br)c1 (configuration not stated)	·	1%	-7%	?	-3	-15
C[C@H](NC(=O)c1[nH]cnc1C(=O)Nc1ccc(Cl)cc1)c1ccccc1	?	·	1%	?	·	·
CCCn1c(CN2CCN(C(=O)OCC)CC2)nc2cc([N+](=O)[O-])ccc21	399%[activator]	9%	?	-23%	-2	9
COC(=O)C1=C(C)N(c2ccc(OC)c(OC)c2)C(=O)C1	?	-15%	15%	-8%	-4	-9
SMILES	Pf growth 96h	Giardia FBPA inh	HCV inh	Pf growth 48h	CHX counter	Shiga inhibitor
O=C(Nc1ccc([N+](=O)[O-])cc1)c1cccc(S(=O)(=O)Nc2cccnc2)c1	?	9%	4%	21%	-5	2
OCCCNc1nc(-c2ccccc2)c2cc(Br)ccc2n1	1.7µM*	2%	-2%	-9%	5	-5
CC(=O)n1cc(/C=N/NC(=O)c2ccc(Cl)cc2)c2ccccc21	?	6%	-21%	74%[activator]	41*	61*
Nc1ccc(NS(=O)(=O)c2ccccc2)cc1	?	-11%	3%	29%	-7	-17
Cc1ccn2c(=O)nc(SCC(=O)NCc3ccc(F)cc3)nc2c1	0%	·	?	-12%	·	·
Cc1ccc2nc3ccc(N4CCN(C)CC4)nn3c(=O)c2c1	103%[activator]	-4%	2%	175%[activator]	32*	57*
CCOc1cc(OCC)cc(C(=O)NCCCN2CCOCC2)c1	-26%	7%	?	-5%	-2	-3
Cc1ccc(S(=O)(=O)N(C)C)cc1NC(=O)CCCNC(=O)c1ccc(Cl)cc1	-8%	-1%	4%	?	-3	5
Cc1cc(C(=O)NNC(=S)NCc2ccco2)n(C)n1	15%	-5%	16%	17%	-2	-8
CN1CC2CCCC3(C1)C(=O)NC1(CCCCC1)N=C23 (configuration not stated)	·	3%	9%	-1%	-2	7
CC(=O)Nc1cccc(C(=O)NC2CCCc3c2cnn3-c2ccc(C(C)(C)C)cc2)c1 (configuration not stated)	-14%	2%	?	-10%	0	-5
CSc1ncccc1C(=O)OCC(=O)N1CCN(S(=O)(=O)c2ccc(C)cc2C)CC1	2%	·	6%	8%	·	·
Cc1csc(NC(=O)c2sc3nc(-c4cccs4)ccc3c2N)n1	9%	-6%	?	?	41*	69*
CCCc1cc(=O)n2[nH]c(-c3cccc(Br)c3)cc2n1	0%	-17%	-6%	72%[activator]	36*	64*
CCN(C(=O)COC(=O)CSc1ccc(C)c(C)c1)C1CCS(=O)(=O)C1 (configuration not stated)	-8%	·	7%	9%	0	-15
CCCCN(C(=O)/C=C/c1ccco1)c1c(N)n(CC(C)C)c(=O)[nH]c1=O	0%	2%	10%	0%	-6	-5
O=C(NCc1ccc2c(c1)OCO2)C1CCCN1C(=O)Nc1ccc(F)cc1 (configuration not stated)	?	1%	-1%	9%	-5	-26
CCCCc1nnc(NC(=O)c2nc3nccc(C)n3n2)s1	?	?	9%	-8%	3	7
Cc1ccc(-n2c(C)nc3c(cnn3-c3ccc(F)cc3)c2=O)cc1	12%	-1%	?	-25%	-1	-4

Sorted by SMILES length (rising): some entries from above.
SMILES	Pf growth 96h	Giardia FBPA inh	HCV inh	Pf growth 48h	CHX counter	Shiga inhibitor
Nc1ccc(NS(=O)(=O)c2ccccc2)cc1	?	-11%	3%	29%	-7	-17
Cc1cc(C(=O)NNC(=S)NCc2ccco2)n(C)n1	15%	-5%	16%	17%	-2	-8
CCCCc1nnc(NC(=O)c2nc3nccc(C)n3n2)s1	?	?	9%	-8%	3	7
CN1CC2CCCC3(C1)C(=O)NC1(CCCCC1)N=C23 (configuration not stated)	·	3%	9%	-1%	-2	7
CCCc1cc(=O)n2[nH]c(-c3cccc(Br)c3)cc2n1	0%	-17%	-6%	72%[activator]	36*	64*
Cc1csc(NC(=O)c2sc3nc(-c4cccs4)ccc3c2N)n1	9%	-6%	?	?	41*	69*
Cc1ccn2c(=O)nc(SCC(=O)NCc3ccc(F)cc3)nc2c1	0%	·	?	-12%	·	·
CC(=O)n1cc(/C=N/NC(=O)c2ccc(Cl)cc2)c2ccccc21	?	6%	-21%	74%[activator]	41*	61*
O=C(NCc1ccc2c(c1)OCO2)C1CCCN1C(=O)Nc1ccc(F)cc1 (configuration not stated)	?	1%	-1%	9%	-5	-26
CCN(C(=O)COC(=O)CSc1ccc(C)c(C)c1)C1CCS(=O)(=O)C1 (configuration not stated)	-8%	·	7%	9%	0	-15
Cc1ccc(S(=O)(=O)N(C)C)cc1NC(=O)CCCNC(=O)c1ccc(Cl)cc1	-8%	-1%	4%	?	-3	5
CSc1ncccc1C(=O)OCC(=O)N1CCN(S(=O)(=O)c2ccc(C)cc2C)CC1	2%	·	6%	8%	·	·
CC(=O)Nc1cccc(C(=O)NC2CCCc3c2cnn3-c2ccc(C(C)(C)C)cc2)c1 (configuration not stated)	-14%	2%	?	-10%	0	-5
O=C(Nc1ccc([N+](=O)[O-])cc1)c1cccc(S(=O)(=O)Nc2cccnc2)c1	?	9%	4%	21%	-5	2

Screening results (PubChem)
